Screens (PubChem BioAssay)
CSN inh = inhibitors of human CSN-mediated cullin deneddylation; Q92905; Purified CSN, SCF-Nedd8-OG deneddylation, fluorescence polarization; inhibition, % at 12.5 µM; hit rate 0.38% among 360,000; AID 651999;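 active = pattern-corrected inhibition above about 35%, with an unprinted fluorescence ratio check between 0.5 and 1.5, limit read from the data, passing the limit was not always enough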;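 note: 0% = enzyme with substrate and 100% = substrate without enzyme; some results filed as inactive read as strong as hits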
Target sequence (Q92905 whole entry, looked up, one chain of several): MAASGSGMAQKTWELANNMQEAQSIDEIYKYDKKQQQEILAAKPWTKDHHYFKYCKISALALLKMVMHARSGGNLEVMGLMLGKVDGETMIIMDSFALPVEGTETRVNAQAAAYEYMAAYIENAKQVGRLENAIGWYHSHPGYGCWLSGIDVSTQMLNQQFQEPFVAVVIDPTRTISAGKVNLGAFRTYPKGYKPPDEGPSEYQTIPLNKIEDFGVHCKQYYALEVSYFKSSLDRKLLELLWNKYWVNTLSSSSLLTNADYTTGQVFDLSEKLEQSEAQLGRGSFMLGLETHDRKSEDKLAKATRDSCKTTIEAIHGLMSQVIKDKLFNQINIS
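Assay system: Purified human Csn5 enzyme expressed in HEK293T cells | Amount: Enzyme 0.24 nM | Measured by: Fluorescence polarization readout | Medium: Tris/NaCl/DTT buffer, pH 7.5 | Compound dosing: One concentration, 12.5 µM, 0.25% DMSO | Times: 90 min incubation of compound, enzyme and substrate at room temperature | Control set: no-enzyme wells high, enzyme-with-substrate wells low | Read-out: % inhibition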
Rin1 Abl inh = blocks binding of human Rin1 to Abl. AID 588664. inhibition, % at 7.35 µM. P00519+Q13671. hit rate 0.4% among 360,000. TR-FRET Rin1/Abl binding, biochemical; in the data active = inhibition above about 5%, passing the limit was not always enough
FAS TE block = blocks the thioesterase domain of human fatty acid synthase | recombinant FAS-TE, OMFH fluorogenic substrate, fluorescence endpoint | inhibition, % at 15 µM | hit rate 0.67% among 360,000 | P49327 | AID 602261;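 active = compounds whose normalised, plate-corrected inhibition of enzyme fluorescence in the single-dose primary screen is 50% or more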;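 note: 0% = DMSO with enzyme and 100% = substrate without enzyme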
Tb MetRS inh = Trypanosoma brucei MetRS inhibition; purified T. brucei MetRS, ATP depletion, Kinase-Glo luminescence; inhibition, % at 11.9 µM; hit rate 0.4% among 360,000; AID 624268;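 active = inhibition above a per-plate cutoff of the control wells' mean inhibition plus 3 SD, cut at about 5.5% in these data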;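 note: 0% = DMSO wells median and 100% = median of wells with control inhibitor compound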
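Dosing: 11.9 µM single point; system: parasite MetRS enzyme; technique: luminescence of leftover ATP; times: 15 min enzyme-compound preincubation, 2 h reaction, 10 min detection, 25 °C; replicates: each compound tested once; read-out basis: percent inhibition relative to median high and low control wells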
Neddylation inh = cullin neddylation inhibition; TR-FRET cullin neddylation, biochemical; AID 651699; P61081+Q13564; calls only at 25 µM; hit rate 0.58% among 360,000; in the data active = inhibition above about 36%
E coli Lon inh = inhibitors of E. coli Lon protease; P0A9M0; purified E. coli Lon protease, fluorescence polarization; inhibition, % at 7.94 µM; hit rate 0.42% among 360,000; AID 602123; in the data active = inhibition above about 13%, passing the limit was not always enough;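 note: 0% = enzyme with probe and DMSO and 100% = no enzyme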
PABP1 MLLE inh = blocks PAM2 peptide binding to the PABP1 MLLE domain | GST-MLLE / FITC-PAM2 fluorescence polarization | inhibition, % at 20 µM | hit rate 0.36% among 360,000; in the data active = inhibition above about 35%, passing the limit was not always enough;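 note: plate controls were DMSO wells with GST-MLLE for no effect and wells lacking GST-MLLE protein for full effect; some results filed as inactive read as strong as hits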
Target sequence (P11940 whole entry, looked up, the tested form may be a part): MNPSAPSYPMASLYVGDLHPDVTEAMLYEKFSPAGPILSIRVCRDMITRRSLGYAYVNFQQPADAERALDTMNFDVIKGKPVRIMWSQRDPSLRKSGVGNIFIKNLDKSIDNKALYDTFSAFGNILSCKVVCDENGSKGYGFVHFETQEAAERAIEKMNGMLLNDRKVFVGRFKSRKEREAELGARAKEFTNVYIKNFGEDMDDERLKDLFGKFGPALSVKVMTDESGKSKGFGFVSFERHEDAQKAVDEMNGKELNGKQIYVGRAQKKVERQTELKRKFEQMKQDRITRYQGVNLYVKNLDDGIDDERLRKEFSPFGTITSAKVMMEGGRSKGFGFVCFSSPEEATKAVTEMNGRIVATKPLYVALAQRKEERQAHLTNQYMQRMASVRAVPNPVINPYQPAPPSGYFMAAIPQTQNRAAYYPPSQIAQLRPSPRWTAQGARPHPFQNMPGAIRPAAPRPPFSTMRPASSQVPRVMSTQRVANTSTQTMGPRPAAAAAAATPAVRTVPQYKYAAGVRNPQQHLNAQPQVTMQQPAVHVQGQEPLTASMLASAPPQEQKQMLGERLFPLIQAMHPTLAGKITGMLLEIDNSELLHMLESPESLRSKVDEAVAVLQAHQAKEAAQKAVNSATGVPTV
MsrA inhibitor = bovine MsrA inhibition; inhibition, % at 15.5 µM; purified bovine MsrA, absorbance read-out; hit rate 0.75% among 360,000; AID 651718; in the data active = inhibition above about 4.5%;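 note: 0% = vehicle wells with enzyme and 100% = reference inhibitor wells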
bovine MsrA act = activators of bovine methionine sulfoxide reductase A; purified bovine MsrA, absorbance read-out; activation, % at 10.6 µM; hit rate 0.3% among 360,000; in the data active = activation above about 7.5%;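 note: 0% = vehicle and 100% = reference activator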
* hit, by the source's call; i = inactive; . = no result given.

Fields – CSN inh	Rin1 Abl inh	FAS TE block	Tb MetRS inh	Neddylation inh	E coli Lon inh	PABP1 MLLE inh	MsrA inhibitor	bovine MsrA act
> Cn1c(Cc2csc(N)n2)nnc1SCC(=O)NCc1ccccc1
  1	2	-10	-0.4	i	5	18	0.6	0
> CS(=O)(=O)Nc1ccc(C(=O)Nc2ccccc2C(=O)N2CCCC2)cc1
  6	-2	-6	-0.4	i	1	-3	0.1	0
> O=C(NCc1ccccc1)C(c1cc2ccccc2o1)n1c(=O)c(-c2ccco2)nc2ccccc21 (centres undefined)
  28	.	.	-0.5	i	.	.	2.8	.
> O=C(O)c1sccc1S(=O)(=O)N1CCOCC1
  2	0	-9	-0.4	i	-4	7	-0.6	-2
> Cn1c(=O)c2cc(S(=O)(=O)NC(C(=O)Nc3cccc(F)c3)c3ccccc3)ccc2n(C)c1=O (centres undefined)
  -2	0	1	0.2	i	-10	8	0.1	-2
> Cc1ccc(C(=O)NC2CCCCCC2)o1
  -1	1	-6	-0.4	i	-7	3	-0.2	1
> COc1cc(C)c(-c2[nH]ncc2-c2csc(C)n2)c(O)c1
  -5	3	-9	-0.1	i	-3	9	-1.1	-5
> Cc1cccc(OCc2nnc(SCc3cc(=O)n4cc(Br)ccc4n3)o2)c1
  0	-8	21	-0.4	i	-3	-50	4.5	0
> CCOC(=O)C1CCN(S(=O)(=O)c2ccc(C)c(C)c2)CC1
  -3	1	2	-0.1	i	1	-20	-0.1	6
> COc1cccc(NC(=O)Cc2nnc(SCC(=O)NC3CCCC3)n2C)c1
  1	2	-2	4.6	i	0	0	1.0	2
> NS(=O)(=O)c1ccc(NC(=O)c2ccc(CNS(=O)(=O)c3cc(C(F)(F)F)ccc3Cl)cc2)cc1
  1	-2	-4	-0.7	i	3	6	-0.7	-3
> O=C(O)c1ccc(/C=N/NC(=O)c2ccc3c(c2)OCCO3)cc1
  -3	-4	-5	-0.5	i	-9	4	1.5	-6
> CCOC(=O)C(C(=O)OCC)N(C#N)c1nc(SC)nc(N(C)C)n1
  1	-3	2	0.1	i	5	-1	0.5	1
> Cc1nc2c(C)cccc2c2c1CCN2c1ccccc1F
  -2	0	-6	0.3	.	-2	5	0.7	1
> COCCCN(C(=O)Cc1ccc(Cl)c(Cl)c1)c1c(N)n(Cc2ccccc2)c(=O)[nH]c1=O
  5	-1	1	-0.1	i	2	-6	-0.8	-2
> CC(=O)c1cc2c(cc1NC(=O)CCn1cnnn1)OCO2
  -1	2	-1	0.4	i	-8	-3	3.5	-3
> O=Cc1coc2ccc3ccccc3c2c1=O
  6	-2	0	0.2	i	12	40*	0.9	-3
> O=C1CC(c2ccccc2)CC(O)=C1C=Nc1ccc(Cl)cc1 (centres undefined)
  1	0	-7	-0.3	i	-12	12	0.2	-4
> Cn1c(=O)c2[nH]c(COc3ccc(C(C)(C)C)cc3)nc2n(C)c1=O
  5	-3	69*	0.8	i	9	21	.	-2
> OCCNCCCCOc1ccc(OCc2ccccc2)cc1
  -2	6	-2	-0.9	i	0	-5	0.6	-9

Results in PABP1 MLLE inh, MsrA inhibitor and E coli Lon inh, for some of the entries so far:
| Structure | PABP1 MLLE inh | MsrA inhibitor | E coli Lon inh |
| --- | --- | --- | --- |
| NS(=O)(=O)c1ccc(NC(=O)c2ccc(CNS(=O)(=O)c3cc(C(F)(F)F)ccc3Cl)cc2)cc1 | 6 | -0.7 | 3 |
| O=C(O)c1ccc(/C=N/NC(=O)c2ccc3c(c2)OCCO3)cc1 | 4 | 1.5 | -9 |
| CCOC(=O)C(C(=O)OCC)N(C#N)c1nc(SC)nc(N(C)C)n1 | -1 | 0.5 | 5 |

The results go on:
Fields – CSN inh	Rin1 Abl inh	FAS TE block	Tb MetRS inh	Neddylation inh	E coli Lon inh	PABP1 MLLE inh	MsrA inhibitor	bovine MsrA act
> O=C(N/N=C/c1oc(O)c2ccccc12)c1ccccc1
  -2	-1	-3	-0.8	i	-1	5	2.2	-3
> Cc1ncc(C)c2c([N+](=O)[O-])cccc12
  12	-2	0	-0.1	i	-3	4	-0.3	-2
> COc1cc([C@@H]2c3cc4c(cc3[C@@H](O[C@@H]3O[C@@H]5CO[C@@H](C)O[C@H]5[C@H](O)[C@H]3O)[C@H]3COC(=O)[C@H]23)OCO4)cc(OC)c1O
  -4	1	0	-1.3	i	-5	0	1.5	-3
> COc1ccccc1NC(=O)CN1CCC(C(=O)c2ccc(F)cc2)CC1
  -1	1	11	-0.2	i	7	1	0.5	0
> CCCCC[n+]1ccn(-c2nc3ccccc3nc2[N-]S(=O)(=O)c2ccccc2)c1
  4	-1	-3	-1.4	i	3	-2	0.1	-7
> Cc1ccc(Cn2cc(CN3CC(N4CCN(CCO)CC4)CS3(=O)=O)nn2)cc1 (centres undefined)
  0	.	-8	-0.7	i	5	.	-0.1	-2
> CC1(C)CC(=O)C=C(NCc2ccncc2)C1
  -1	1	-5	-0.7	i	-8	-1	1.7	-5
> Cc1cc2c(c(=O)o1)C(C(C)C)C(C#N)=C(N)O2 (centres undefined)
  4	-1	-2	-0.4	i	5	-11	0.0	-1
> CN(Cc1ccccc1)C(=O)c1ccccc1Br
  0	1	-5	-0.5	i	-3	2	-0.8	-3
> COCCn1c(C)cc2c(c1=O)C(c1ccccc1F)C(C#N)=C(N)O2 (centres undefined)
  6	-5	3	1.5	.	1	-2	0.3	-3
> CC(=O)NCC(=O)N(c1c(C)n(C)n(-c2ccccc2)c1=O)C1(C(=O)NC2CCCC2)CCCCC1
  3	2	-3	-0.4	i	-4	-3	0.9	-1
> C/C(=N\NC(=O)c1ccc(Br)cc1)C1C(=O)c2ccccc2C1=O
  -2	1	4	-0.1	i	-6	10	0.6	-2
> CCN(Cc1cnn(C)c1)C(=O)c1ccc(OC2CCN(S(=O)(=O)N(C)C)CC2)cc1
  7	3	-7	-0.4	i	4	-13	-0.9	-1
> CN(CC(=O)Nc1ccc(F)c(F)c1F)C(=O)C1CCCO1 (centres undefined)
  -3	1	-8	-0.6	i	-4	-14	2.7	-9
> COc1ccc(-c2ocnc2C(=O)Nc2ccc(N3CCOCC3)cc2N2CCOCC2)cc1OC
  2	-1	9	-0.6	i	8	-8	0.3	-3
> COc1ccc(S(=O)(=O)N2CCC(C(=O)N(C)Cc3ccc(C)o3)CC2)cc1OC
  -2	3	-4	-0.6	i	-3	2	-0.3	-10
> COc1ccc2nc(NC(=O)CSc3nc(C)cc(=O)[nH]3)sc2c1
  -2	3	-6	0.2	i	-3	-37	-0.3	-11
> O=C(NCc1ccccc1)C(c1ccco1)N(C(=O)c1cnccn1)c1ccc(F)cc1 (centres undefined)
  -1	-3	0	-1.0	i	-4	4	0.3	-1
> COc1cccc2[nH]c3c(=O)[nH]cnc3c12
  0	-3	-8	-1.0	.	2	9	2.8	-4
> C=CCC(Nc1ccccc1)c1cccc(OC)c1OC (centres undefined)
  2	-2	20	0.2	i	-9	14	-0.7	-2
> COc1cccc(Cn2cc(N)cn2)c1
  -3	0	-2	0.0	i	0	17	-0.4	2
> COC(=O)/C=C1/SC(=Nc2ccc(Cl)c(Cl)c2)NC1=O
  3	-2	2	0.1	i	4	-9	0.0	1
> C#CCOC(=O)Nc1cccn(Cc2c(Cl)cccc2Cl)c1=O
  -3	-2	0	-0.7	i	-5	14	1.0	-8
> COc1ccc([N+](=O)[O-])cc1N(CC(=O)NC(C(C)C)C(C)C)S(C)(=O)=O
  -6	-2	4	0.3	i	-1	-1	1.1	-4
> CN1C(=O)[C@H]2[C@@H](/C=C/c3ccccc3)N3C(=O)CN(Cc4ccccc4)C(=O)[C@@]3(C)[C@H]2C1=O
  -4	3	-6	-0.5	i	-2	-8	1.0	-4
> Cc1ccc(-c2nc(SCC(N)=O)c(C#N)c3c2CCCC3)cc1
  1	0	8	-1.4	i	-3	14	1.2	-8
> CCC1(C)Cc2c(sc3[nH]c(=S)[nH]c(=S)c23)CO1 (centres undefined)
  3	0	0	-0.2	i	-1	27	0.5	2
> COc1ccccc1C(=O)NN(C)C1=NS(=O)(=O)c2ccccc21
  -5	2	-1	-0.3	i	-11	-7	-1.0	-2
> CC(=O)CCC(=O)NCCc1ccccc1F
  1	1	-6	-0.1	i	1	9	0.2	2
> Cc1cc2nc(NC(=O)C3(C)CCCN(C(C)C)C3)[nH]c2cc1C (centres undefined)
  3	-3	-4	-0.3	i	4	-4	0.2	-2
> C/C(=N/O)c1ccc(Oc2cnccn2)cc1
  -3	1	-13	0.0	i	-5	7	0.1	3
> CC(C)(C)OC(=O)C[C@@H]1C/C=C\C[C@@H](CC(=O)N[C@@H](CO)Cc2ccccc2)C(=O)NC[C@@H](c2ccccc2)OC1=O
  -1	1	0	-0.2	i	14	-13	-0.1	0
> CC(C)Cn1c(=O)c(C(=O)N/N=C/c2cccc(F)c2)c(O)c2ccccc21
  -5	0	4	-0.7	i	-4	-14	-0.1	-10
> Cc1cccc2cc(CN(CC3CCCO3)C(=S)Nc3ccccc3)c(=O)[nH]c12 (centres undefined)
  -2	-3	3	0.7	i	-4	-110	-0.9	-3
> COC(=O)Nc1cc(C(=O)c2ccc(Cl)cc2Cl)c[nH]1
  15	3	-5	0.4	i	9	5	0.8	-2
> Cc1ccc(NC(=S)NCc2ccc3c(c2)cc(C)n3C)c(C)c1
  6	4	-38	-0.7	i	8	-24	-0.1	-2
> COc1ccc(-c2noc(-c3ccccc3C(=O)NCC3CCCO3)n2)cc1 (centres undefined)
  0	-2	-3	-0.5	i	-8	2	0.2	-2
> Cc1ccc(/C=N/NC(=O)c2nc3nc(C)cc(C)n3n2)cc1
  -7	2	-9	-0.6	i	-7	19	0.4	-9
> Cc1ccc(S(=O)(=O)N2CCN(C(=O)C(C)Cn3cncn3)CC2)cc1 (centres undefined)
  4	-1	-2	-1.2	i	13	-5	-1.7	-10
> O=C(c1cc(COc2ccc(F)cc2Cl)on1)N1CCCCC1c1cccnc1 (centres undefined)
  4	6	1	0.4	i	2	1	-0.9	-6
> CC(NC(=O)/C(=C\c1ccco1)NC(=O)c1ccccc1Br)C(=O)O (centres undefined)
  1	0	-11	-0.8	i	-4	12	0.5	-1
> CCc1nc(SCC(=O)c2cccs2)c2oc3ccccc3c2n1
  -1	-3	19	-0.5	i	9	-13	0.0	2
> CC(Oc1ccc(Cl)cc1Cl)C(=O)Nc1cccnc1 (centres undefined)
  0	1	-2	-1.0	i	2	16	0.0	-6
> CCc1cc2c(=O)c(-c3nc4ccccc4n3C)c(CCCC(=O)O)oc2cc1OC(=O)C(C)(C)C
  -8	-1	-5	0.3	i	-5	2	1.1	1
> O=c1c2ccccc2nnn1Cc1ccccn1
  1	-2	-4	-1.0	i	3	-6	0.2	-8
> CC(NC(=O)Cn1cnnn1)c1cccc(C(F)(F)F)c1 (centres undefined)
  -4	0	0	-0.5	i	1	1	0.3	-2
> CCOC(=O)c1[nH]c(C)c(C(=O)NCc2ccccn2)c1C
  -4	2	-9	0.3	i	0	1	-0.8	2
> CC(=O)Nc1ccc(NC(=O)C(C)Oc2ccccc2F)cc1 (centres undefined)
  -1	2	-12	-1.9	i	-5	10	1.2	-12
> COc1cccc(-c2nc(CS(=O)(=O)CC(=O)Nc3cc(OC)ccc3OC)c(C)o2)c1
  3	-6	1	-0.2	i	-14	-6	0.7	-7
> O=C(NNC(=S)NC(=O)c1cccnc1)c1ccc(F)cc1
  -2	-3	-3	-0.3	i	0	9	1.9	-1
